# From PubChem BioAssay
# TbMetRS inhib: Trypanosoma brucei MetRS inhibition | purified T. brucei MetRS, ATP depletion, Kinase-Glo luminescence | 0.4% of 360,000 active | inhibition, % at 11.9 µM | AID 624268;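 active = inhibition above a per-plate cutoff of the control wells' mean inhibition plus 3 SD, cut at about 5.5% in these data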;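 note: 0% = DMSO wells median and 100% = median of wells with control inhibitor compound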
#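 Dosing: 11.9 µM compound single dose, 0.9% DMSO; Assay system: purified T. brucei MetRS enzyme; Measured by: Kinase-Glo luciferase luminescence reporting remaining unconsumed ATP; Schedule: 15 min plus 2 h at 25 °C.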
# Neddylation inh: blocks human cullin neddylation | AID 651699 | calls only at 25 µM | 0.58% of 360,000 active | TR-FRET cullin neddylation, biochemical; in the data active = inhibition above about 36%
# Target sequence (P61081 whole entry, looked up): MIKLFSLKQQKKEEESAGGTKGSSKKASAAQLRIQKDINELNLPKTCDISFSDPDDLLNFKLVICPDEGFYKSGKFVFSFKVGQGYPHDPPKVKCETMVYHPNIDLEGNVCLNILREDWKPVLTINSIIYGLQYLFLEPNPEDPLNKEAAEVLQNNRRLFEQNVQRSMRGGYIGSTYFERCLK
# Target sequence (Q13564 whole entry, looked up): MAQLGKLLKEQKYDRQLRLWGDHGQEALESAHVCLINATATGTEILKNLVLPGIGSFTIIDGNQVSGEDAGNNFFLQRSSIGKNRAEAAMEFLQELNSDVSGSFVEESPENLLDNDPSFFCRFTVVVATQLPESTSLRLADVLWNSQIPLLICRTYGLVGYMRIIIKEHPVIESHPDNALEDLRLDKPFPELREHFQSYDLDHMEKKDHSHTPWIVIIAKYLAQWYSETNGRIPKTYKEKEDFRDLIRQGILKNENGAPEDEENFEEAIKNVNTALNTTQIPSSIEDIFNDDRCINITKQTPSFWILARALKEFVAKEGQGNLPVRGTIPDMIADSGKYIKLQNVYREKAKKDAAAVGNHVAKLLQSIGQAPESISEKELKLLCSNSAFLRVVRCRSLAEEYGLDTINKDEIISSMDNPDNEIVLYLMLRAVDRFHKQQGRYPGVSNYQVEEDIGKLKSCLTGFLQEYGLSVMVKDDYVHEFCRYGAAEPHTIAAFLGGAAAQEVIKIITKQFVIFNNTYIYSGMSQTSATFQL
# STEP inh: STEP (human) phosphatase inhibition | P54829 | recombinant STEP, OMFP fluorogenic substrate, fluorescence | inhibition, % at 20 µM | 0.25% of 360,000 active | AID 588621;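 active = inhibition at 20 µM, scaled per plate between control wells, above about 37%, limit read from the data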;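 note: 0% = DMSO with enzyme and substrate and 100% = substrate only without enzyme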
#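 Assay system: isolated STEP enzyme / Timing: 20 min at room temperature, dark / Doses: 20 µM, 1% DMSO / Technique: fluorescence intensity, excitation 480 nm, emission 540 nm / Reagent: fluorogenic phosphatase substrate OMFP at 25 µM final / Measure: percent inhibition scaled to no-enzyme and uninhibited-enzyme controls, plate-pattern corrected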
# NRP1-CendR mod: alters CendR peptide binding to human NRP-1 | 0.85% of 360,000 active | FAM-RPARPAR peptide binding to NRP-1, fluorescence polarization | inhibition, % at 25 µM | AID 602438;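 active = inhibition or corrected inhibition above about 18%, plus a signal ratio from 0.5 to 1.5, limit read from the data, passing the limit was not always enough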; note: strong numbers were not always called active
# NadD inh: NadD (S. aureus) enzyme inhibition; purified NadD enzyme, colorimetric absorbance read-out; inhibition, % at 20 µM; 0.78% of 360,000 active; in the data active = inhibition above about 26%; note: some compounds past the cut are filed as inactive
# Scp1 inh: blocks human Scp-1 phosphatase activity. Q9GZU7. Recombinant Scp1, phosphopeptide, malachite green phosphate absorbance. inhibition, % at 20 µM. 0.88% of 340,000 active;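 active = inhibition above about 50% at 20 µM, limit read from the data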;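 note: plate controls were DMSO wells with enzyme for no effect and wells lacking enzyme for full effect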
# Target sequence (Q9GZU7 76-261 limits assumed): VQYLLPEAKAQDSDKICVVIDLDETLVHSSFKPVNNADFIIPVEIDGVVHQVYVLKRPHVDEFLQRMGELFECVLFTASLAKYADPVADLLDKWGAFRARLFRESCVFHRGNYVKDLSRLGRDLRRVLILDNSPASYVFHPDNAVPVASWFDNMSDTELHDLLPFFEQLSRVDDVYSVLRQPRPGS
#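 Material – SCP-1 phosphatase catalytic domain, residues 76-261 · Buffer or medium – Acidic Tris acetate buffer with magnesium and detergent · Also added – Phospho 17-mer peptide substrate · Compound – single 20 µM dose, 1% DMSO · Times – 45 min room-temperature reaction, 5 min colour, 30 min stabiliser · Technique – Phosphate-binding colour reagent, absorbance read at 630 nm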
# SUMO1 PPI mod: modulators of human SUMO1-mediated protein-protein interactions; P63165; SUMO1 binding to a labelled peptide, TR-FRET, 1 h; inhibition, % at 20 µM; 0.33% of 360,000 active; in the data active = inhibition above about 37%
# LMPTP block: LMPTP (human) inhibition; P24666; recombinant LMPTP-A, OMFP fluorogenic substrate, fluorescence intensity; inhibition, % at 20 µM; 0.22% of 360,000 active; AID 651560;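 active = compounds that cut the enzyme signal by at least half of the control window in the single-dose screen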;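 note: plate controls were DMSO wells with enzyme plus substrate for no effect and substrate without enzyme for full effect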
# Target sequence (P24666 whole entry, looked up): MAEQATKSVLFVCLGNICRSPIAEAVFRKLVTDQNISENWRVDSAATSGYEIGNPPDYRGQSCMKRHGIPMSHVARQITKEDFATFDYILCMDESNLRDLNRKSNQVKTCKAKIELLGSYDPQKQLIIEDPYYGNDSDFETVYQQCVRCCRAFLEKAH
#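 test system = LMPTP-A | amount = 0.625 nM LMPTP-A final | reagent = fluorogenic phosphatase substrate OMFP at 400 µM final | incubation = 50 min at room temperature | benchmarks = no-enzyme low control, uninhibited high control | medium = Bis-Tris pH 6.0, DTT, detergent | signal = fluorescence intensity of OMFP turnover product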
# SKN-1 block: blocks SKN-1 activity in C. elegans; C. elegans VP596 Pgst-4::GFP/RFP ratio, acrylamide-induced, 24 h; inhibition, % at 21.8 µM; AID 624304; 0.49% of 360,000 active;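 active = interference check ratio from 0.5 to 1.5 plus GFP to RFP signal ratio inhibition reaching or exceeding a fixed threshold, cut at about 30% in these data, passing the limit was not always enough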; note: some compounds called inactive have numbers as strong as hits
# DNMT1 inh: blocks human DNA methyltransferase DNMT1; DNMT1 molecular beacon, Hinp1I cleavage, fluorescence; 0.83% of 360,000 active; P26358; inhibition (reported as % activation of signal), % at 10 µM; in the data active = inhibition above about 50%
# * = called active by the depositor; i = inactive; / = not tested or not shown. No enrichment for hits; about 4.6% have a hit in one of these screens.
DNMT1 inh	LMPTP block	TbMetRS inhib	NRP1-CendR mod	SKN-1 block	NadD inh	Neddylation inh	Scp1 inh	SUMO1 PPI mod	STEP inh	smiles
0	8.2	-0.8	0	-14	16	i	5	-3	5	c1cc2c3c(cccc3c1)NC1(CCCCCC1)N2
-1	-1.9	-0.2	-1	-3	2	i	-2	3	-1	Cc1cc[n+]2n1CC(O)C2 (stereo not drawn)
5	0.6	1.1	-4	11	-3	i	-1	2	-3	CC(=O)OC(COc1ccc(F)cc1)Cn1cnc2ccccc21 (stereo not drawn)
2	0.2	-0.3	-6	0	5	i	4	0	0	O=C(Nc1ncccc1O)c1ccc(Cl)c(S(=O)(=O)N2CCCCCC2)c1
-42	4.3	-0.3	-8	17	22	i	-14	-15	1	O=C(Nc1ccc(Br)c2ccccc12)c1ccc2ccccc2c1O
-3	-5.3	-0.1	-11	1	-6	i	-3	-3	-1	Cc1cc(-c2nn(-c3ccccc3F)cc2CNCCc2cnc[nH]2)c(C)s1
-13	1.8	-0.3	9	16	22	i	-10	-5	7	Cc1cc(C)cc(NC(=S)N=Nc2c(O)n(C)c3ccc(S(=O)(=O)N4CCOCC4)cc23)c1
2	-1.5	-0.7	-13	6	-5	i	0	0	-2	CCOC(=O)C1=C(CC)Nc2ccccc2N=C1NC(=O)Cn1cnc2ccccc2c1=O
4	0.8	-0.6	7	23	0	i	-7	-33	0	Cc1cc(C)cc(Nc2ccc([N+](=O)[O-])nc2[N+](=O)[O-])c1
6	-0.3	-0.6	1	-10	-6	i	-7	0	0	COc1ccc(-c2nc(CS(=O)(=O)CC(=O)NCc3cccc(F)c3)c(C)o2)cc1
-25	18	0.2	-19	-3	14	i	-16	-17	12	Cc1cc(N2C(=O)C(O)=C(C(=O)c3cc4ccccc4o3)C2c2cccc(Cl)c2)no1 (stereo not drawn)
-2	0.4	-0.7	-9	7	2	i	2	3	0	CCN(CCCNC(=O)CCCn1c(=O)[nH]c2ccccc2c1=O)c1cccc(C)c1

# A different layout for part of the listing above:
CCOC(=O)C1=C(CC)Nc2ccccc2N=C1NC(=O)Cn1cnc2ccccc2c1=O
  DNMT1 inh = 2 | LMPTP block = -1.5 | TbMetRS inhib = -0.7 | NRP1-CendR mod = -13 | SKN-1 block = 6 | NadD inh = -5 | Neddylation inh = i | Scp1 inh = 0 | SUMO1 PPI mod = 0 | STEP inh = -2
Cc1cc(C)cc(Nc2ccc([N+](=O)[O-])nc2[N+](=O)[O-])c1
  DNMT1 inh = 4 | LMPTP block = 0.8 | TbMetRS inhib = -0.6 | NRP1-CendR mod = 7 | SKN-1 block = 23 | NadD inh = 0 | Neddylation inh = i | Scp1 inh = -7 | SUMO1 PPI mod = -33 | STEP inh = 0

# Back to the main list; the three compounds before the break are reprinted first.
DNMT1 inh	LMPTP block	TbMetRS inhib	NRP1-CendR mod	SKN-1 block	NadD inh	Neddylation inh	Scp1 inh	SUMO1 PPI mod	STEP inh	smiles
6	-0.3	-0.6	1	-10	-6	i	-7	0	0	COc1ccc(-c2nc(CS(=O)(=O)CC(=O)NCc3cccc(F)c3)c(C)o2)cc1
-25	18	0.2	-19	-3	14	i	-16	-17	12	Cc1cc(N2C(=O)C(O)=C(C(=O)c3cc4ccccc4o3)C2c2cccc(Cl)c2)no1 (stereo not drawn)
-2	0.4	-0.7	-9	7	2	i	2	3	0	CCN(CCCNC(=O)CCCn1c(=O)[nH]c2ccccc2c1=O)c1cccc(C)c1
1	0.7	-0.3	4	3	-8	i	-1	4	3	CCOc1ccc(NC(=O)N2CCC(NC(=O)C(Cc3ccccc3OC)NC(C)=O)CC2)cc1 (stereo not drawn)
-5	-1.0	0.0	2	-17	-1	i	5	-17	0	CC(=O)N1C(=O)C2(Nc3ccccc3N2)c2ccccc21
-2	-0.6	0.2	2	8	2	i	-2	-3	0	O=C(N/N=C1\CCCc2ccccc21)C(O)c1ccccc1 (stereo not drawn)
-13	2.5	-0.6	0	2	15	i	2	-8	6	COc1ccc(Cc2nnc3n2N=C(c2cc4ccccc4o2)CS3)cc1OC
2	-1.2	-0.9	-12	-23	-1	i	-4	-1	-2	Cc1cnc(C(=O)OCC(=O)NC23CC4CC(CC(C4)C2)C3)cn1
3	-1.2	-0.3	2	6	3	i	-4	-2	-2	CCN(Cc1ccccc1)C(=O)CCS(=O)(=O)c1ccc2c(c1)oc(=O)n2C
-24	-0.3	0.0	-10	-13	5	i	7	2	0	O=C(C[C@H]1C[C@H](C(=O)N2CCCCC2)[C@@]2(CCc3ccccc3)c3[nH]c4ccc(Cl)cc4c3CCN2C1=O)NCCc1ccccn1
-2	2.0	0.2	8	1	1	i	/	4	0	O=C(Nc1ccc(Cl)cc1)c1cc(S(=O)(=O)N2CCCCC2)ccc1N1CCOCC1
-4	0.2	1.3	-5	18	3	i	-7	7	-1	CCOCCCNC(=O)c1cn(CC)c2ccc(S(=O)(=O)N3CCCC3)cc2c1=O
-4	-0.3	-0.5	-2	-6	-3	i	-10	-1	-3	NS(=O)(=O)c1cccc(NC(=O)c2cc3ccccc3o2)c1
-1	0.1	0.2	4	10	-5	i	-6	-7	2	CN(C)S(=O)(=O)n1cc(/C=C(\NC(=O)c2ccccc2Cl)C(=O)NCCN2CCOCC2)c2ccccc21
2	1.0	-0.9	3	5	-10	i	-9	2	0	COc1ccc(S(=O)Cc2ccc(C(=O)NC3CC3)o2)cc1 (stereo not drawn)
-3	-2.0	0.6	10	5	4	i	1	4	-1	COc1ccc(N2CCN(C(CNC(=O)c3ccco3)c3cccnc3)CC2)cc1 (stereo not drawn)
-1	1.7	1.8	3	6	1	i	-5	-2	-1	Cc1ccc(C)c(OCc2nc3ccccc3[nH]2)c1
-11	1.1	-0.6	0	-12	2	i	/	-1	1	CCc1nc2ccc(C(=O)N3CCN(c4ccccc4)CC3)cn2c1N(C)CCCc1ccccc1
0	-0.6	-0.7	16	4	5	i	-4	1	-3	COc1ccc(-n2c(Cc3cccn3C)nnc2SCC(=O)Nc2ccc(F)cc2F)cc1
-2	-1.3	0.2	-1	-1	3	i	-5	0	-2	Cc1nn(C(C)c2n[nH]c(=S)n2-c2cccc(Cl)c2)c(C)c1[N+](=O)[O-] (stereo not drawn)
-7	4.0	-0.4	-7	-4	-8	/	-10	-23	-2	COc1ccc2cc3cc(C(=O)NCCN4CCN(c5ccccc5F)CC4)oc3nc2c1
2	0.4	-0.2	6	-3	-8	i	-8	4	-2	COc1ccc(CCNS(=O)(=O)c2ccc3c(c2)CCCC3)cc1OC
-42	2.9	-0.1	-11	11	21	i	1	27	-1	C=CCCC(=O)Nc1nc(C)c(-c2csc(Nc3cc(Cl)ccc3OC)n2)s1
-4	-1.2	-0.3	13	16	8	i	-9	-3	2	CCn1nc(CC(=O)Nc2ccc(-n3cnnn3)c(C)c2)c2ccccc2c1=O
-8	1.7	-1.2	-12	9	-3	i	-3	0	-1	Cc1nc(CN2CCN(Cc3nc(C(c4ccccc4)c4ccccc4)no3)CC2)cs1
-5	0.6	-0.6	-7	7	8	/	-8	-14	2	Cc1cc(C)c2nc(N3CCOCC3)c(C#N)cc2c1
1	0.6	-0.9	-3	0	-5	i	-4	-14	-1	O=[N+]([O-])c1ccc(CN2CCC(Cc3ccccc3)CC2)cc1
0	0.3	-1.0	-6	-5	11	i	15	-1	2	CCCOc1ccc2c(c1)C(=NN=C(N)N)c1cc(OCCC)ccc1-2
2	-0.2	-0.7	-7	0	-7	i	1	5	-2	CN(C(=O)CCNC(=O)N1CC(=O)Nc2ccccc21)C1CCCCC1
-8	-0.5	-0.6	5	11	-3	i	-1	3	3	O=S(=O)(NCCOc1ccccc1F)c1ccc(Cl)cc1F
-1	0.7	-0.4	18	12	-7	i	-5	-2	3	N/C(=N\OC(=O)CCCOc1ccccc1)c1ccc(Br)cc1
-1	-1.4	0.8	1	-2	-7	i	-9	12	0	C=CCN(c1ccccc1)S(=O)(=O)c1ccc2c(c1)N(C(C)=O)CCO2
-18	2.1	0.2	13	-3	8	i	-5	19	2	COc1ccccc1NS(=O)(=O)c1cc(NC(=O)CCC(=O)c2cccs2)ccc1Cl
3	-6.5	-0.6	8	9	1	i	-3	-17	-4	CCC1(c2ccccc2)NC(=O)N(CC(=O)Nc2ccccc2N2CCCC2)C1=O (stereo not drawn)
-1	0.7	0.0	1	17	-1	i	-5	-1	0	CC(=O)Nc1nc(C)c(C(C)=O)s1
1	-0.3	-0.3	-4	0	3	i	-6	-5	-2	CC(C)[N+](C)(CCOC(=O)C1c2ccccc2Oc2ccccc21)C(C)C
7	0.3	-0.1	-2	0	-8	i	-6	7	-1	O=C(CCCCCNc1nc(=S)[nH]c2ccccc12)NCCC1=CCCCC1
0	-0.5	0.1	1	-2	1	i	-3	-5	0	O=C(C1=C[C@H](c2csc3ccccc23)C[C@H](OCCCCO)O1)N1CCOCC1
-1	-0.2	-1.6	22	12	-7	i	-13	3	-2	COc1cc2c(c(OCC(=O)NC(C)C)c1)C(=O)O[C@@H](C)CCCC(=O)CCCCC2
4	-0.8	-0.2	-21	3	-5	i	-5	-2	0	Cc1ccc(C)c(C2C(C#N)=C(N)Oc3cc(C)oc(=O)c32)c1 (stereo not drawn)
-4	-0.4	0.5	2	-5	0	i	-8	6	1	COC(=O)[C@@H]1C[C@@]2(O)[C@@H](O)[C@@H](O)[C@@H](O)C[C@H]2N1Cc1ccc(C(F)(F)F)cc1
1	-0.4	0.3	-12	13	-2	i	-9	1	-1	CN(C(=O)COC(=O)c1ccccc1Cc1ccccc1)C1CCS(=O)(=O)C1 (stereo not drawn)
-34	4.1	0.6	-226	6	-1	i	-8	-28	-12	O=C1Nc2ccc(Br)cc2C12NNc1ccccc1O2 (stereo not drawn)
-2	0.3	-0.3	-12	-8	-1	i	-7	10	0	COc1ccc(/C=C/C(=O)OCC(=O)Nc2ccc3[nH]c(=O)[nH]c3c2)cc1OC
2	-1.5	0.6	6	7	1	i	/	-37	-1	CCOC(=O)C1=C(COC(=O)c2cc([N+](=O)[O-])ccc2Cl)NC(=O)NC1C (stereo not drawn)
-1	0.1	-0.5	-12	14	1	i	-1	0	-3	CS(=O)(=O)c1ccccc1C(=O)N(CCC1=CCCCC1)c1c(N)n(Cc2ccccc2)c(=O)[nH]c1=O
-6	-0.1	-1.1	-3	-9	3	i	-6	-8	2	CCC(=O)NC(NC(=S)Nc1cccc2cccnc12)C(Cl)(Cl)Cl (stereo not drawn)
2	-0.8	-0.6	-1	-5	-5	i	0	1	-2	OCC1(Cc2ccccc2)CCN(Cc2cc3ccccc3o2)CC1
-1	1.3	0.5	3	4	-6	i	-4	-2	1	NS(=O)(=O)c1cccc(NC(=O)COC(=O)C2CCCCC2)c1
11	0.1	-1.3	3	-6	6	i	-12	5	-3	Cc1ccc(NC2=C(Cl)C(=O)OC2OC(C)C)c(C)c1 (stereo not drawn)
0	1.3	-0.7	-120	9	0	i	-1	-1	2	Cc1ccc(C(=O)NC(=S)Nc2ccc3[nH]c(=O)[nH]c3c2)c(C)c1
